From PubChem BioAssay
AmpC detergent: inhibitors of E. coli AmpC beta-lactamase with detergent | AmpC hydrolysis of nitrocefin, absorbance 480 nm, 0.01% Triton | Potency, µM (doses to about 114 µM), for inactives: at the highest dose activity change, negative = inhibition, most hits filed as inhibitors | P00811 | 370,000 compounds, 0.041% hits;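 note: potency is the fitted concentration of half-maximal effect; 0% = no-compound wells and -100% = no-enzyme wells; nearly all actives have a fitted effect of over 25% in size; some results filed as inactive show a strong effect at the top dose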
Target sequence (P00811 whole entry, looked up): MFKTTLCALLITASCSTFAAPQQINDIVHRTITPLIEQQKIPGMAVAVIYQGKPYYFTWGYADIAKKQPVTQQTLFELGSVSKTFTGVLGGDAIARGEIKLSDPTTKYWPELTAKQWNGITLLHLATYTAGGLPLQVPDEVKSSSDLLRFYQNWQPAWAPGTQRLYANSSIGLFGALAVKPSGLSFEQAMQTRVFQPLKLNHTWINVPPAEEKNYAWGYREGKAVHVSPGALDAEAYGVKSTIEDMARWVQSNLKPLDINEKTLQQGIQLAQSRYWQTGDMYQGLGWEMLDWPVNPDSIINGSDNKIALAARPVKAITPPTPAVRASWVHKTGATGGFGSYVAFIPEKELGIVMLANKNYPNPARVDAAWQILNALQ
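20 mM phosphate pH 7.0 + 0.01% (detergent screen) or 0.0001% Triton X-100; 5.3 nM AmpC reagent; cpd preinc 15 min RT; nitrocefin (800 uM stock) to start; A480 q20 s × 4 min; Activity was normalised to no-enzyme and no-compound control wells.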
AmpC inh no detg: inhibitors of E. coli AmpC beta-lactamase without detergent | 330,000 compounds, 0.52% hits | AmpC nitrocefin hydrolysis, absorbance 480 nm, 0.0001% Triton | Potency, µM (series often up to 57.1 µM), for inactives: at the highest dose activity change, negative = inhibition, usual class: inhibitors | AID 485341;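 note: potency is the fitted concentration of half-maximal effect; plate controls were no compound for no effect and no enzyme for full effect; nearly all actives have a fitted effect of over 20% in size; some results filed as inactive show a strong effect at the top dose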
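20 mM phosphate pH 7.0 + 0.01% (detergent screen) or 0.0001% Triton X-100; 5.3 nM AmpC reagent; cpd preinc 15 min RT; nitrocefin (800 uM stock) to start; A480 q20 s × 4 min; Activity was normalised to no-enzyme and no-compound control wells.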
HCMV antiviral: inhibitors of human cytomegalovirus. HFF cells, HCMV-luciferase reporter, 72 h; active compounds read low. activity change, negative = inhibition, % at 57.5 µM. 410,000 compounds, 4.5% hits. AID 1259415; in the data active = activity change below about -60%; inconclusive = no clear call, values can overlap the other calls; inactive = above about -39%
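Inhibition of viral replication was scored as loss of reporter luminescence in HFFs infected with HCMV-luciferase (MOI 1 PFU/cell) for 72 h; compounds tested at 2 doses, normalized to buffer and Salinomycin controls.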
HCV inh: inhibitors of hepatitis C virus infection; Huh7.5.1 HCVcc-Cre infection, luciferase reporter, 44 h; Potency, µM (top dose mostly 41.8 µM), inactives show top-dose activity change, negative = inhibition, usual class: inhibitors; 340,000 compounds, 3.4% hits; AID 651820; note: potency is the fitted concentration of half-maximal effect
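Luciferase read-out (15 sec integration) after a 15 min room-temperature substrate step quantifies HCVcc-Cre infection. Cells, 1,000 per well, had compound added 4 h post-plating, then virus at ~0.5 moi, and were cultured 44 h.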
FBPA Giardia inh: Giardia lamblia aldolase inhibition; purified Giardia FBPA; 290,000 compounds, 0.71% hits; AID 2451; A8B2U2; Potency, µM (highest dose often 59.6 µM), for inactives: top-dose activity, negative = inhibition, actives largely listed as inhibitors; note: potency is the fitted concentration of half-maximal effect; nearly all actives have a fitted effect of over 55% in size
Target sequence (A8B2U2 whole entry, looked up): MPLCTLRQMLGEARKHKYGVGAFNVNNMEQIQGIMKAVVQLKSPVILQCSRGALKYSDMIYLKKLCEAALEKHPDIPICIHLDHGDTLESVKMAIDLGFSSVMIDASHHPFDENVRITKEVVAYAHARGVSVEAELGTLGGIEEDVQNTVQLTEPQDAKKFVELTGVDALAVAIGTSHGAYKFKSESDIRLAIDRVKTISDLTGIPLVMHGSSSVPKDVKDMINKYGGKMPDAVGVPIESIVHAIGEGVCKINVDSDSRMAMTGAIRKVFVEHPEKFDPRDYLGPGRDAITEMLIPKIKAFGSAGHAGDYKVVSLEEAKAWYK
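40 nM FBPA preincubated 10 min at RT with compound (up to 57.5 uM final), then substrate plus GAPDH/TPI/NAD/arsenate coupling and diaphorase/resazurin added. Fluorescence read after 20 min at RT, 525/598 nm.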
Sm TGR inh: inhibitors of Schistosoma mansoni thioredoxin glutathione reductase; Q962Y6; purified TGR, DTNB reduction, TNB absorbance 405 nm; Potency, µM (top dose mostly 114 µM), for the others: at the top dose activity change, negative = inhibition, hits mostly inhibitors; 360,000 compounds, 3% hits; note: potency is the fitted concentration of half-maximal effect; nearly all actives have a fitted effect of over 60% in size
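TGR 20 nM + NADPH 100 uM (dispensed conc.), cpd preinc 15 min RT; start with NADPH (500 uM addition) then DTNB (15 mM addition). Kinetic TNB absorbance, 405 nm filter. Four-parameter Hill fit across titration.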
An asterisk follows results filed as active; ? = inconclusive; · = no result given; & = joins results of further samples; ! = repeats disagree; [ ] = another dose, or the depositor's remark. Unless noted, calls come from the whole dose curve; as a rule, active = well fitted curve in the direction sought with a large enough effect; inconclusive = small, poorly fitted or top-dose-only effect, or another doubt; inactive = no such curve, though single readings can be large; an effect the other way counts as inactive or inconclusive. Unless noted, % is set by controls: 0 for no effect and ±100 for the full control effect. An unsorted share of the library; about 9.9% have a hit in one of these screens.

SMILES | AmpC detergent | AmpC inh no detg | HCMV antiviral | HCV inh | FBPA Giardia inh | Sm TGR inh
Fc1ccc(Nc2ccnc(Nc3ccc(F)cc3)n2)cc1 | -4% | ? | 76 | ? | 8% | 3%
CC(=O)c1cccc(NC(=O)CSc2ncc3c(n2)-c2cc(Cl)ccc2N(Cc2ccccc2)S3(=O)=O)c1 | 0% | · | -32 | · | · | 8%
CC(OC(=O)c1snc(C(=O)NC2CCCCC2)c1N)C(=O)NC(C)(C)C (centres undefined) | -8% | -9% | ? | ? | 2% | -5%
COC(=O)CSc1cc([N+](=O)[O-])ccc1NC(=O)OC | -3% | 0% | -17 | 9% | 10% | -12%
COc1ccc2[nH]c(C(=O)NCCc3ccccc3)cc2c1 | 9% | -20% | 49 | -6% | -1% | 11%
CCOc1cc2[nH]c(=O)n(CCCC(=O)N3CCN(c4ccc(OC)cc4)CC3)c(=O)c2cc1OCC | 2% | · | -1 | · | · | 8%
CN1c2ccccc2C(C)(C)C12CCCC(=O)N2 (centres undefined) | -15% | -27% | -6 | 1% | ? | 20µM*
Cn1c(=O)n(Cc2ccccc2Cl)c2ccccc21 | 1% | 21% | ? | 1% | 6% | -11%
COC(=O)CC1=NN(c2nc3ccccc3s2)C(=O)/C1=C/N(C)C | 9% | -4% | -35 | 16% | 0% | 3%
COc1ccc2[nH]c3c(c2c1)CCN1C(=O)C(CC(=O)NC(C)(C)C)C[C@H](C(=O)N2CCCCC2)[C@@]31C (some centres undefined) | · | 138%[activator] | 6 | 7% | · | ·
NC(=O)C1CCCN(Cc2c(C(=O)N3CCc4ccccc4C3)nc3ccc(Cl)cn23)C1 (centres undefined) | 4% | 49% | -8 | 8% | 14% | ?
O=P(Nc1cccnc1)(Oc1ccccc1Cl)Oc1ccccc1Cl | -4% | -4% | -32 | 19% | 2% | -2%
COCCCN1C(=O)C(=O)/C(=C(/O)c2ccccc2)C1c1ccc(N(C)C)cc1 (centres undefined) | 1% | -19% | -2 | 12% | -3% | 0%
O=C(CSc1nncn1-c1ccccc1)c1c[nH]c2ccccc12 | -1% | -21% | -24 | -12% | -2% | ·
CCCCN(CC)CCNC(=O)c1cn(C)c(=O)c2c1c1ccccc1n2C | 0%&20% | -6% | -62*! | 7% | -2% | -12%&11%
Cc1ccc(/C=N/NC(=O)CN2CCN(S(=O)(=O)c3ccc(Br)cc3)CC2)s1 | -8% | -1% | -31 | 12% | 0% | -2%
O=C(NCc1cccnc1)C(C(=O)c1ccc(F)cc1)n1ccccc1=O (centres undefined) | ? | -33% | 39 | 5% | 1% | -13%
CCN1CCN(c2ccc(NC(C)=O)cc2Cl)CC1 | -14% | -17% | 29 | 4% | 3% | ·
CCCc1c(C(=O)N/N=C/c2ccc(OCc3ccccc3)c(OC)c2)nnn1-c1nonc1N | -1% | -2% | ? | ? | 6% | -2%
Cn1c(N)c(C(=O)COC(=O)CN2C(=O)c3ccccc3C2=O)c(=O)n(C)c1=O | -5% | -10% | 13 | 11% | -4% | 1%
COc1ccccc1-c1nnc(NC(=O)c2cccc(N3C(=O)CCC3=O)c2)o1 | 2% | -16% | 41 | 32%[activator] | 10% | 7%
O=C(N1CCOCC1)N1CCN(C(c2ccccc2)c2ccccc2)CC1 | 0% | 100%[activator] | 9 | -7% | 12% | -1%
COc1cc(/C=C2/C(=O)NN(c3cccc(C)c3)C2=O)ccc1OC(=O)c1ccco1 | 7% | 3% | 102 | 23% | -1% | ?
COc1ccc(-c2cc(C(=O)O)c3c(C)nn(-c4ccccn4)c3n2)cc1 | -1% | 29% | 3 | 13% | 2% | -4%
CC(C)CC1(C)NC(=O)N(CC(=O)N2C(C)CCCC2C)C1=O (centres undefined) | -3% | -11% | -15 | 14% | · | -20%
O=C(N/N=C/c1ccoc1)c1ccc(Cl)cc1Cl | ? | -19% | -19 | -1% | -3% | 1%
CCOC(=O)C1=NOC(C(=O)NN(C)c2ncc(C(F)(F)F)cc2Cl)C1 (centres undefined) | -3% | -2% | 19 | 13% | 1% | -26%
Cc1ccc(CNC(C)c2ccccc2)s1 (centres undefined) | -2% | · | 9 | · | · | 6%
CCOC(=O)C1CCN(C(=O)c2cnn(-c3ccc(F)cc3)c2-n2cccc2)CC1 | -7% | · | -9 | · | · | -9%
O=C(Cc1cn2ccsc2n1)OCc1ccccc1 | -3% | -20% | 8 | 8% | -8% | -3%

Of the compounds above, these contain sulfur.
SMILES | AmpC detergent | AmpC inh no detg | HCMV antiviral | HCV inh | FBPA Giardia inh | Sm TGR inh
CC(=O)c1cccc(NC(=O)CSc2ncc3c(n2)-c2cc(Cl)ccc2N(Cc2ccccc2)S3(=O)=O)c1 | 0% | · | -32 | · | · | 8%
CC(OC(=O)c1snc(C(=O)NC2CCCCC2)c1N)C(=O)NC(C)(C)C (centres undefined) | -8% | -9% | ? | ? | 2% | -5%
COC(=O)CSc1cc([N+](=O)[O-])ccc1NC(=O)OC | -3% | 0% | -17 | 9% | 10% | -12%
COC(=O)CC1=NN(c2nc3ccccc3s2)C(=O)/C1=C/N(C)C | 9% | -4% | -35 | 16% | 0% | 3%
O=C(CSc1nncn1-c1ccccc1)c1c[nH]c2ccccc12 | -1% | -21% | -24 | -12% | -2% | ·
Cc1ccc(/C=N/NC(=O)CN2CCN(S(=O)(=O)c3ccc(Br)cc3)CC2)s1 | -8% | -1% | -31 | 12% | 0% | -2%
Cc1ccc(CNC(C)c2ccccc2)s1 (centres undefined) | -2% | · | 9 | · | · | 6%
O=C(Cc1cn2ccsc2n1)OCc1ccccc1 | -3% | -20% | 8 | 8% | -8% | -3%

Carrying on.
SMILES | AmpC detergent | AmpC inh no detg | HCMV antiviral | HCV inh | FBPA Giardia inh | Sm TGR inh
COc1ccc(-c2sc3ccccc3c2/C=C/c2ccncc2)cc1 | · | 41% | 26 | 7.1µM* | · | ·
O=C(COc1ccccc1)NC1CCS(=O)(=O)C1 (centres undefined) | -4% | -4% | 2 | 11% | 5% | ·
C[C@@H]1CC[C@@]2(O[C@H](CCO)C[C@@H](O)[C@@H]2O)O1 | ? | -16% | 42 | 4%[8.37 µM] | 5% | -8%
COCCCN1CN(S(=O)(=O)c2ccc(C)cc2C)c2nc3ccccc3nc21 | -15% | 122%[activator] | ? | 10% | 6% | -17%
CCOC(=O)C(O)(c1ccc(N=Cc2ccccc2O)c(C)c1)C(F)(F)F (centres undefined) | -1% | -14% | ? | 27% | 2% | 0%
Cc1ccc(S(=O)(=O)NNC(=O)CCCCC(=O)NNS(=O)(=O)c2ccc(C)cc2)cc1 | -9% | -2% | -34 | 7% | 1% | -4%
CCOc1ccc(OCC)c(NC(=O)CSc2nc3cccnc3n2C)c1 | ? | 37% | -63* | 6.3µM* | -7% | -9%
Cc1ccc(NC(=O)c2sc(Cl)nc2-c2ccccc2)cc1C | -9% | -29% | 27 | 9% | 2% | -5%
Cc1cc(F)ccc1NC(=O)CCS(=O)(=O)c1ccc2c(c1)CC(C)N2C(=O)C1CC1 (centres undefined) | -1% | · | -11 | · | · | 7%
COc1ccc2[nH]c(=O)c(CN(Cc3ccccc3OC)Cc3nnnn3CC3CCCO3)cc2c1 (centres undefined) | ? | 74%[activator] | -2 | 12% | -25% | -15%
Cc1ccc(C)c(-n2c(SCC(=O)Nc3nnc(C)s3)nnc2-c2ccoc2C)c1 | -14% | -35% | -2 | 13% | 7% | 1%
COc1ccc(NC(=O)c2cc(C3CC3)nc3c2c(C)nn3-c2ccccc2)cc1OC | -7% | · | 9 | · | · | 6%
COc1ccccc1NC(=O)C(C)OC(=O)CCCOc1ccccc1 (centres undefined) | ? | 1% | 8 | 6%[8.37 µM] | · | 0%
Cc1cc(NC(=O)CSc2nc(C3CC3)nc3sc(C)c(C)c23)no1 | ? | -27% | -5 | 3% | 2% | 4%
Cc1cccc(C)c1Nc1nnc(SC(C)C(=O)Nc2c(C)n(C)n(-c3ccccc3)c2=O)s1 (centres undefined) | -8% | -27% | 6 | 1% | 3% | -4%
CCCOc1ccc(C(=O)NC(C)C(=O)O)cc1 (centres undefined) | -3% | -7% | -37 | 13% | 15% | 3%
O=C(COc1ccc(Br)cc1)Nc1ccccc1C(=O)NC1CC1 | ? | 3.2µM* | -19 | ? | · | -1%
CCOc1ccc(-n2cc(-c3ccccc3)c3c(NC4CCCCC4)ncnc32)cc1 | -6% | · | ? | · | · | 1%
COc1ccc(-c2nc(CN3CCN(Cc4ccccc4)CC3)c(C)o2)cc1 | -9% | 75%[activator] | 12 | -18% | 8% | -23%
Cc1noc(C)c1CN(C(=S)NC1CC1)c1ccccc1 | -5% | -8% | -21 | 3% | 11% | -1%
CCCc1cc(=O)[nH]c(SCC(=O)NC(=O)c2ccccc2)n1 | ? | -6% | 29 | 4% | -5% | -38%
Cc1ccc2nc(-c3ccc(O)c(O)c3)cn2c1 | -2% | -28% | 15 | -12% | ? | ?
CC(=O)Oc1ccc2c(C)c(CC(=O)N3CCN(C(=O)C4COc5ccccc5O4)CC3)c(=O)oc2c1C (centres undefined) | 1% | 180%[activator] | ? | -24% | 2% | -20%
O=C(Nc1ccc(OC(F)F)cc1)c1ccccn1 | -4% | -12% | 34 | ? | -6% | 0%

Just Sm TGR inh and HCV inh, for 2 of the compounds above:
smiles,Sm TGR inh,HCV inh
Cc1noc(C)c1CN(C(=S)NC1CC1)c1ccccc1,-1%,3%
O=C(COc1ccc(Br)cc1)Nc1ccccc1C(=O)NC1CC1,-1%,?
